OX1R antag-1: human HCRTR1 antagonism. O43613. CHO/OX1R cells, Fluo-8 calcium fluorescence, orexin A. inhibition, % at 5 µM. 0.43% of 330,000 active. AID 434989;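 active = inhibition above its plate's threshold, mean inhibition of all tested compounds on the plate plus 3 SD, cut at about 37% in these data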;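 also: 0% = orexin A challenge wells and 100% = SB-334867-A antagonist wells; not every result past the cut was called active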
Target sequence (O43613 whole entry, looked up): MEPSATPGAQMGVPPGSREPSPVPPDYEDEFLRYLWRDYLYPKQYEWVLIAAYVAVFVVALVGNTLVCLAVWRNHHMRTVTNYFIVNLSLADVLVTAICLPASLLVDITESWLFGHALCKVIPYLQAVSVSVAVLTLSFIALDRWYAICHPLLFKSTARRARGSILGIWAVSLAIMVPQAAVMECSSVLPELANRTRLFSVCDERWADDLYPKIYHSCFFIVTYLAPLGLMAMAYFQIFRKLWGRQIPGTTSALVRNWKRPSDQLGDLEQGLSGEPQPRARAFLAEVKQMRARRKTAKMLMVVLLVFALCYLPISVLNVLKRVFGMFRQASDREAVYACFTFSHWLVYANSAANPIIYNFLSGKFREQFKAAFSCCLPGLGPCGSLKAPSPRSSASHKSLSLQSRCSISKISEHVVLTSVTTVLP
OX1R antag-2: blocks the human orexin 1 receptor | 1.8% of 330,000 active | OX1R-expressing cells, FRET antagonist read-out | inhibition, % at 6.6 µM | AID 485270; in the data active = inhibition mostly above about 38%, no sharp cut-off; inactive = mostly below about 40%;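 also: 0% = agonist challenge alone and 100% = reference antagonist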
Active calls of the source: *.

SMILES	OX1R antag-1	OX1R antag-2
CN1CCN(c2ccc(C(F)(F)F)cc2NC(=O)c2ccco2)CC1	-5	-4
CC(C)(C)NC(=O)Cn1nnc(-c2ccc(Cl)cc2)n1	2	-2
COc1ccc(NC(=O)c2c[nH]n3c(=O)cc(C4CCN(C(=O)OC(C)(C)C)CC4)nc23)cc1Cl	-56	7
O=C(Cn1nc(C(F)F)cc1C(F)F)NNC(=S)Nc1ccc([N+](=O)[O-])cc1	6	16
CCCOc1ccc(C2/C(=C(/O)c3ccc(F)cc3)C(=O)C(=O)N2CCCN(C)C)cc1 (centres undefined)	-4	20
O=C(CSc1nnc(-c2cccs2)n1-c1ccccc1)N1CCCc2ccccc21	-35	29
CCOc1ccc(CCNC(=O)c2sc3nc4n(c(=O)c3c2C)CCC4)cc1OCC	-16	3
COc1ccc(/C=N\NC(=O)COc2ccccc2Cl)cc1Cn1nc(C)cc1C	-11	32
CCOc1ccccc1N(CC(=O)Nc1ccc(OC)cc1)S(=O)(=O)c1ccccc1	-27	18
Cc1cc(Nc2nc3ccccc3nc2Cl)n(-c2ccc([N+](=O)[O-])cc2)n1	-18	32
O=C(CNC(=O)c1ccco1)N/N=C/c1cc(Br)ccc1O	-8	29
Cc1cc(OCC(=O)Nc2ccc(N3CCCC3)cc2)cc(C)c1Cl	-15	6
O=C(CSc1nnc(C2CC2)n1Cc1ccccc1)NCc1ccccc1	-45	6
Cc1nc(N)c(Cc2ccccc2F)c(N)n1	-23	10
Nc1ccc(-c2nnc(-c3ccc(N)cc3)o2)cc1	-26	-3
CCN(CC)CCn1c(SCC(=O)NCCC2=CCCCC2)nc2c(sc3ccccc32)c1=O	-34	7
Cc1csc2c(=O)sc(NC(=O)c3ccc(F)cc3)nc12	-3	3
O=S(=O)(Cc1cc(Cl)nc(-c2cccnc2)n1)c1ccccc1	-11	33
COc1ccc(OCc2cc(C(=O)N3C[C@@H](C)O[C@@H](C)C3)no2)c(Cl)c1	-14	7
Cc1ccc(-n2ncc3c(N4CCC(C(N)=O)CC4)ncnc32)c(C)c1	-13	16
O=C(O)CN1C(=O)/C(=C\c2cccc(OCc3ccccc3)c2)SC1=S	-19	23
Cc1nc2ccc([N+](=O)[O-])cc2c(=O)n1Cc1cccc(F)c1	-3	2
CC(c1nccs1)N(C)C(=O)CCc1nnc(CCc2ccccc2)o1 (centres undefined)	-16	9
CC(C)(C)C1CCC(=NNC(=O)CC(=O)NCc2ccccc2)CC1 (centres undefined)	-7	1
CCOc1ccc(NC(=O)NCc2ccccn2)cc1	-2	15
Cc1cc(C)nc(Sc2ncnc3c2oc2ccccc23)n1	4	19
C=CCn1c(SCC(=O)Nc2cccnc2Cl)nnc1-c1ccc(Cl)cc1	-24	22
c1ccc(N/N=C(\Cc2ncc[nH]2)c2ccccc2)cc1	-20	9
CCOc1ccc(CCNC(=O)CN2CCN(Cc3ccccc3F)C2=O)cc1OCC	-46	21
NC(=O)c1cccc([N+](=O)[O-])c1	-17	20
O=S(=O)(c1ccccc1)c1nc(-c2ccc(F)cc2)oc1NCC1CCCO1 (centres undefined)	-33	8
Cc1cc(Cl)c(S(=O)(=O)Nc2ccc3c(c2)OCO3)cc1OCC(N)=O	-3	22
N#Cc1cccc2c1-c1ccccc1/C2=N/NC(N)=S	-2	16
COc1ccc2c(c1)CCc1c(C(=O)NCC(C)C)noc1-2	-18	36
COc1ccc(Br)c(C(=O)Nn2c(C)nc3ccccc3c2=O)c1	-17	5
Cc1cc(OCC(=O)O/N=C(\N)Cc2cccs2)ccc1Br	-10	8
O=C(COC(=O)CCCNC(=O)c1ccc(Cl)cc1)NC1CC1	-12	0
O=c1[nH][nH]c(-c2ccccc2O)c1C(C[N+](=O)[O-])c1ccc(Br)cc1 (centres undefined)	-6	-3
CC(NCc1ccco1)C(=O)N1CCc2ccccc2C1 (centres undefined)	-9	16
COC(=O)c1c(NC(=O)CN2CCC(C(N)=O)CC2)c2c(C)cccc2n1C	-12	26
COCCNC(=O)Cn1cnc2c(cnn2-c2ccc(C)cc2)c1=O	-5	27
CCc1ccc(N(CC(=O)Nc2ccccc2C(=O)N2CCOCC2)S(C)(=O)=O)cc1	-5	4
O=C(Nc1nccs1)c1sc2ccccc2c1Cl	-16	49
Nn1c(SCc2csc(-c3ccccc3)n2)nnc1-c1cccs1	-17	16
Cc1nn(Cc2c(F)cccc2Cl)c(=O)c2ccccc12	-31	43
Cc1ccccc1CS(=O)(=O)c1cn(CC(=O)N2CCC(C)CC2)c2ccccc12	-30	25
O=C1CSC(=NC(=O)c2ccccc2)N1	-2	6
CCCCOC(=O)COc1ccc(Cl)cc1Cl	-9	-2
Cc1ccc2nc(Nc3nc(CSc4nnc(C)s4)cc(=O)[nH]3)nc(C)c2c1	-34	12
CN1CCN(C(=O)/C(=C/c2ccc(F)cc2)c2ccsc2)CC1	-28	7

(cont.)
SMILES	OX1R antag-1	OX1R antag-2
CCCCn1c(N)c(N(CCC(C)C)C(=O)COC(=O)c2cccnc2OCC)c(=O)[nH]c1=O	-15	5
CC(C)(C)c1nnc(NC(=O)c2cccs2)s1	-2	12
CNC(=S)N1N=C2c3ccccc3CCC2C1c1ccccc1Cl (centres undefined)	-23	14
CCn1c(-c2cccnc2)n[nH]c1=S	-17	19
CCN(CC)c1ccc(/C=N/NC(=O)c2cc(C)nc3ccccc23)cc1	-11	13
O=C(NC1CCCCCCC1)c1ccc(F)c(S(=O)(=O)N2CCOCC2)c1	-8	7
C[C@H]1COC(=O)[C@@H](Cc2ccc(F)cc2)C/C=C\C[C@H](CC(=O)NCCO)C(=O)N1	-6	9
O=C(COC(=O)Cc1ccccc1)NCc1ccc2c(c1)OCO2	-3	4
C#CCOCCOCCOCCNc1nc(N2CCN(C(=O)Cn3cc(CCCCN)nn3)CC2)nc(N2CCN(C(=O)Cn3cc(CCCCN)nn3)CC2)n1	-18	15
COCCNC(=S)N1CCN(C/C=C/c2ccccc2)CC1	-10	19
COc1ccc(CNC(=O)CCC2N=C3c4ccccc4N=C(SCC(=O)NCC4CCCO4)N3C2=O)cc1 (centres undefined)	-8	7
O=C(N/C(=C/c1ccc(F)cc1)C(=O)N1CCCC1)c1ccccc1	-5	1
CCc1nnc(NC(=O)CSc2nc3c(c(=O)n2CC)SC(C)C3)s1 (centres undefined)	-17	12
CCc1nnc(NC(=O)c2cccc(S(=O)(=O)N3CCCCC3)c2)s1	-6	26
CCOC(=O)c1sc2nc(C3CC3)cc(-c3ccc(F)cc3)c2c1N	-23	-1
O=C(Cc1c(C(=O)O)[nH]c2ccc(Cl)cc12)Nc1ccc2c(c1)OCCO2	-18	28
C#CCOc1ccccc1/C=N/NC(=O)c1ccccc1OCc1ccccc1	-19	1
CCN(CC)C(=O)c1ccc(COc2ccccc2Br)o1	10	20
CO/N=C/C(C#N)=C/c1ccc(OC)cc1	-18	16
COc1ccc(Cc2nnc(NC(=O)Nc3ccc(F)cc3)s2)cc1	-24	-6
O=C(CCS(=O)(=O)c1ccc(Br)cc1)N1CCN(c2ccccc2)CC1	-16	16
OC(CN1CCCCC1)Cn1c(C(F)(F)F)nc2ccccc21 (centres undefined)	-10	9
CCN(CC)CCCNc1oc(/C=C/c2ccccc2)nc1C#N	-27	14
Cc1ccc(NC(=S)Nc2ccc3cn[nH]c3c2)cc1	5	5
O=C(Nc1cccnc1)c1ccc(-c2ccccc2)cc1	-12	20
CCOC(=O)C1=C(O)CSC1=Nc1ccc(C)cc1	-29	14
COc1cc(C(=O)O)ccc1OC(C)=O	-3	15
CCN(C(=O)CSc1nnc(SC(C)C)s1)C1CCS(=O)(=O)C1 (centres undefined)	-13	3
CCOc1cc([N+](=O)[O-])cc(/C=N/NC(=O)c2c(-c3ccccc3)noc2C)c1O	-21	46
CC(Oc1ccccc1)C(=O)N1CCC2(CC1)Oc1ccc(F)cc1C(=O)C21CC(c2ccc(Cl)cc2)=NO1 (centres undefined)	-9	22
O=C(CSc1nc2ccc([N+](=O)[O-])cc2[nH]1)NC1CCCCC1	-15	8
CCOC(=O)CC(=O)Nc1cc(Cl)ccc1O	-9	7
CC(NC(=O)CN1C(=O)NC(C)(c2cccc3ccccc23)C1=O)c1ccccc1 (centres undefined)	-12	20
CCc1cc2c(=O)[nH]c(COC)nc2s1	-6	-3
CCOc1ccc(-c2c(C(=O)N/N=C(\C)c3cccs3)nnn2-c2nonc2N)cc1	-18	19
COc1ccc(/C(C)=N/NC(=O)CNC(=O)CCc2ccccc2)c(OC)c1	-17	2
Nc1c(NCCCN2CCOCC2)c2ccccc2oc1=O	-13	12
Cc1ccc(OCCCCN2CCc3ccccc3C2)c(C)c1	-36	6
Cc1ccc(-n2nnc3c(=O)n(Cc4ccccc4C)cnc32)cc1	-8	9
O=C1N[C@@H](Cc2c[nH]c3ccccc23)COC(=O)[C@@H](Cc2ccc(F)cc2)C/C=C\C[C@H]1CC(=O)N(CCO)Cc1ccccc1	49	10
CCCNC(=O)C(Cc1cccc(C#N)c1)NC(=O)c1ccc(C#N)cc1 (centres undefined)	-40	-4
Cc1ccccc1NC(=S)N(Cc1ccccc1)Cc1cccnc1	-60	11
COc1cc(N/C=C2\CC(=O)NC(C)=C2C#N)cc(OC)c1OC	-19	17
COc1cccc(-c2nnc(-c3ccccc3[N+](=O)[O-])o2)c1	-6	14
COc1ccccc1/C=C/C=N/NC(=O)CCn1nnc2ccccc21	-21	14
O=Cc1cccn1-c1c(C(=O)O)cnn1-c1ccccc1	-4	-1
CCCCNC(=S)NNC(=O)c1ccc2c(c1)OCO2	-2	5
O=C(c1ccccc1NS(=O)(=O)c1ccc([N+](=O)[O-])cc1[N+](=O)[O-])N1O[C@@H]2C=C[C@H]1C2	-7	46*
COc1ccc2nc3cc(Cl)ccc3c(C#N)c2c1	-23	22
Cc1cccc(-c2nnc(SCC#N)n2C)c1	-12	9

(continued)
SMILES	OX1R antag-1	OX1R antag-2
CCC(C)n1[nH]c(=O)cc1N (centres undefined)	-10	7
Cc1ccccc1C(=O)NC(=S)N(C)C1CCCCC1	-14	16
Cc1oc(-c2ccccc2Cl)nc1CS(=O)CC(=O)NCc1ccccc1Cl (centres undefined)	-22	7
CC1(C)CC(=O)C(C=NC(CCC(N)=O)C(=O)O)=C(O)C1 (centres undefined)	-11	20
CCOc1ccc(C(O)(c2ccccc2OC)C(CN2CCCC2)c2ccccc2)cc1 (centres undefined)	-19	9
CCN(CC(=O)Nc1ccc2c(c1)OCCO2)c1ccc(S(=O)(=O)N2CCOCC2)cn1	-22	11
COc1ccc(C2c3[nH]c4ccccc4c3CCN2CCCn2cccn2)c(F)c1 (centres undefined)	-17	12
CCc1[nH]nc2c1C1(CCN(C(=O)OCc3ccccc3)CC1)C(C#N)=C(N)O2	-22	13
Cn1c(=O)c2c(nc(SCCN3CCOCC3)n2C)n(C)c1=O	-13	5
O=C(CN1C2CCCC1CC(NC(=O)C1CCCCC1)C2)NCc1ccc(F)cc1 (centres undefined)	-26	7

Given with values ahead of the structure: entries from further up
OX1R antag-1	OX1R antag-2	mol
-14	16	Cc1ccccc1C(=O)NC(=S)N(C)C1CCCCC1
-22	7	Cc1oc(-c2ccccc2Cl)nc1CS(=O)CC(=O)NCc1ccccc1Cl (centres undefined)
-11	20	CC1(C)CC(=O)C(C=NC(CCC(N)=O)C(=O)O)=C(O)C1 (centres undefined)
-19	9	CCOc1ccc(C(O)(c2ccccc2OC)C(CN2CCCC2)c2ccccc2)cc1 (centres undefined)
-22	11	CCN(CC(=O)Nc1ccc2c(c1)OCCO2)c1ccc(S(=O)(=O)N2CCOCC2)cn1

Compounds listed so far that contain a CF3 group, in the order listed:
SMILES	OX1R antag-1	OX1R antag-2
CN1CCN(c2ccc(C(F)(F)F)cc2NC(=O)c2ccco2)CC1	-5	-4
OC(CN1CCCCC1)Cn1c(C(F)(F)F)nc2ccccc21 (centres undefined)	-10	9

Continuation.
SMILES	OX1R antag-1	OX1R antag-2
CC(=O)c1cccc(NC(=O)COC(=O)CCC(=O)c2ccc(F)cc2)c1	-6	7
O=C(CSCc1ccccc1Cl)N1CCN(c2ccccn2)CC1	-16	17
COc1ccc(CN2CCN(C(=O)C3CCN(S(=O)(=O)c4cccs4)CC3)CC2)c(OC)c1OC	-19	5
NC(=O)NC(=O)COC(=O)CCSc1ccccc1	-12	15
CN(C)C(CNc1ccc(C(F)(F)F)cn1)c1ccccc1 (centres undefined)	1	11
O=C(Nc1ccc(C(=O)N2CCCCC2)cc1)c1cccc([N+](=O)[O-])c1	2	4
CCn1nnc(NC(=S)NC(=O)c2ccc(-c3cccc(Cl)c3)o2)n1	-21	24
O=C(CCn1c(=O)c2ccccc2n(Cc2ccccc2)c1=O)NC1CCN(Cc2ccccc2)CC1	-30	16
Cc1ccc(C(=O)NC2CCc3ccccc3C2=O)cc1 (centres undefined)	-25	34
C/C(CC(=O)Nc1cccc(Cl)c1)=N\NC(=O)Cc1ccc(Cl)cc1	-17	14
CCCCn1c(N)c(N(CC)C(=O)c2cc(OC)cc(OC)c2)c(=O)[nH]c1=O	-14	-3
O=C1C/C(=C\c2c(F)cccc2Cl)N2CCC1CC2	-26	3
O=C(CCNS(=O)(=O)c1c(Cl)cccc1Cl)N1CCCC1	11	4
Cc1ccc(-n2nc3c(c2NC(=O)c2ccc4c(c2)OCO4)CSC3)cc1	-18	-5
COCCNC(=S)N(Cc1cccs1)Cc1cc2cccc(C)c2[nH]c1=O	-35	32
O=S(=O)(NC1CCN(S(=O)(=O)c2c(F)cccc2F)C1)c1ccc2c(c1)OCCO2 (centres undefined)	14	9
CC(C)C(=O)Nc1csc(C(F)(F)F)c1-c1ccccc1	-16	12

Six compounds picked at random from those above:
SMILES	OX1R antag-1	OX1R antag-2
CC(C)C(=O)Nc1csc(C(F)(F)F)c1-c1ccccc1	-16	12
O=C1C/C(=C\c2c(F)cccc2Cl)N2CCC1CC2	-26	3
CCCCn1c(N)c(N(CC)C(=O)c2cc(OC)cc(OC)c2)c(=O)[nH]c1=O	-14	-3
O=C(CCNS(=O)(=O)c1c(Cl)cccc1Cl)N1CCCC1	11	4
Cc1ccc(-n2nc3c(c2NC(=O)c2ccc4c(c2)OCO4)CSC3)cc1	-18	-5
O=S(=O)(NC1CCN(S(=O)(=O)c2c(F)cccc2F)C1)c1ccc2c(c1)OCCO2 (centres undefined)	14	9
